Source: PubChem
USP1-UAF1 inh = inhibitors of human USP1/UAF1 deubiquitinase. recombinant USP1/UAF1, Ub-Rhodamine cleavage fluorescence. Potency, µM (titrated, usually from 57.1 µM), for inactives: at the top dose activity change, negative = inhibition, most hits filed as inhibitors. actives 0.23% (n = 390,000). AID 743255; note: potency is the fitted concentration of half-maximal effect; % is set by controls: 0 for no effect and ±100 for the full control effect; nearly all actives have a fitted effect of over 60% in size; inactives centre near -12
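USP1/UAF1 complex at 1 nM was preincubated with compound for 15 min at room temperature, then Ub-Rho substrate (150nM final) was added. Fluorescence (480/540 nm) was read kinetically, 6 reads every 60 seconds.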
IDH1 R132H inh = blocks human mutant IDH1 R132H enzyme. O75874. IDH1-R132H enzyme, NADPH consumption, diaphorase/resazurin fluorescence. Potency, µM (top dose mostly 76.6 µM), inactives show at the top dose activity change, negative = inhibition, hits mostly inhibitors. actives 0.093% (n = 390,000). AID 602179; note: potency is the fitted concentration of half-maximal effect; % is set by controls: 0 for no effect and ±100 for the full control effect; nearly all actives have a fitted effect of over 65% in size
Target sequence (O75874 whole entry R132H, stated change not applied): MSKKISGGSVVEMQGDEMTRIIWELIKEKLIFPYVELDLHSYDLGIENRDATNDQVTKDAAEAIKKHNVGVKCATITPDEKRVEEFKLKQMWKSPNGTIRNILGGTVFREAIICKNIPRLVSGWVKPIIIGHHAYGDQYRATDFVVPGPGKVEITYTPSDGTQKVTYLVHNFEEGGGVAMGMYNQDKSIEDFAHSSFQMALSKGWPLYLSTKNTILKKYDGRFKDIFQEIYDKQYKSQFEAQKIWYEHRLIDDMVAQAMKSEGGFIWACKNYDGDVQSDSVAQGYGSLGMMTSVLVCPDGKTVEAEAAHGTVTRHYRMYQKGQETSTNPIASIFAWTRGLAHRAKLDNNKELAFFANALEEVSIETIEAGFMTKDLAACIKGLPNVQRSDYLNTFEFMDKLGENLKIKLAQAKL
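IDH1-R132H (0.5 ug/mL) preincubated 30 min with compound, then NADPH (0.016 mM) and alpha-KG (2 mM) added; 80 min at RT, pH 7.5. Remaining NADPH coupled via diaphorase/resazurin to fluorescence (540/590 nm); concentration-response curves normalized to no-enzyme control.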
TRHR PAM = allosterically enhances the human TRH receptor; TRHR cells, fluo-8 calcium fluorescence, EC20 TRH enhancement; enhancement, % at 2 µM; P34981; AID 493056; actives 0.66% (n = 360,000); in the data active = enhancement above about 30%; note: 0% is about no effect
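Enhancer read-out: after compound pinning and an initial kinetic agonist-mode read, an EC20 of TRH (10 nM final) was injected and fluo-8 calcium signal (Ex 480/Em 530) followed at 1 s/cycle for 100 cycles in TRHR-expressing cells.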
TRHR ag = TRH receptor (human) agonism | AID 493084 | P34981 | activation, % at 2 µM | actives 0.18% (n = 360,000) | TRHR cells, calcium flux fluo-8, FDSS agonist mode; in the data active = activation above about 30%; note: 0% is about no effect
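TRHR-expressing cells loaded with fluo-8 calcium dye; 23 nL library compound pin-transferred, kinetic FDSS fluorescence (Ex 480/Em 530) recorded about 180 s for agonist-induced calcium release, before a 10 nM TRH EC20 addition for potentiator mode.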
Pin1 inh = inhibitors of human Pin1 | Q13526 | Pin1 FP peptide displacement, HiFluor488, 10 min | Potency, µM (series often up to 115 µM), for the others: at the top dose activity, negative = inhibition, hits mostly inhibitors | actives 0.009% (n = 390,000); active = well fitted inhibition curve with a large enough effect in the polarisation, with a control signal flat, not every such curve was filed as active; inconclusive = small, poorly fitted or top-dose-only effect, or effect the other way, or a change in a side signal; inactive = no such curve, though single readings can be large or run the other way; the % refers to the polarisation; note: potency is the fitted concentration of half-maximal effect; % is set by controls: 0 for no effect and ±100 for the full control effect
Target sequence (Q13526 whole entry, looked up): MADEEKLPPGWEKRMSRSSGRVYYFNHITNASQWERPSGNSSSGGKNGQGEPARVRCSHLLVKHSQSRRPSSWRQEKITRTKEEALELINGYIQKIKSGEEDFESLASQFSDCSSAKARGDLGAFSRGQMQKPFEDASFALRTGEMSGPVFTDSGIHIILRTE
D2 antag = antagonists of human D2 dopamine receptor; P14416; HEK293 TREx D2 cells, calcium flux, dopamine EC80; inhibition, % at 10 µM; actives 2% (n = 340,000); in the data active = inhibition above about 30%; note: 0% is about no effect
Target sequence (P14416 whole entry, looked up): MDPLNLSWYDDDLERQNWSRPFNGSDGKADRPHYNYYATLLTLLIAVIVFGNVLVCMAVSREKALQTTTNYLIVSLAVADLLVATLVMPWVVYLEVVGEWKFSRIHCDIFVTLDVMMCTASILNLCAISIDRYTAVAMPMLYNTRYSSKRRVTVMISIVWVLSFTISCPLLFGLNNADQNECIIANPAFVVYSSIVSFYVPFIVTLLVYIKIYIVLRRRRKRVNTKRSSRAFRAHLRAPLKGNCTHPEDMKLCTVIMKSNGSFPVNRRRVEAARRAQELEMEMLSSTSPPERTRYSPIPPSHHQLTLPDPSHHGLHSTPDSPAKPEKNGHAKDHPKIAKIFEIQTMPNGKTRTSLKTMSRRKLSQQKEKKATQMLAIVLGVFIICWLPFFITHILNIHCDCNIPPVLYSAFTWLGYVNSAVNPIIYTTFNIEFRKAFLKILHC
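Antagonism is scored as inhibition of an EC80 dopamine-evoked calcium signal in a force-coupled, tetracycline-inducible HEK293 T-REx D2 line, with compound present 180 s before agonist.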
TrxR1 substrate = substrates of rat thioredoxin reductase 1; O89049; purified TrxR1 substrate turnover, NADPH consumption readout; actives 0.01% (n = 390,000); AID 588456; Potency, µM (titrated, usually from 114 µM), inactives show at the top dose activity change, negative = substrate turnover; note: potency is the fitted concentration of half-maximal effect; % is set by controls: 0 for no effect and ±100 for the full control effect; nearly all actives have a fitted effect of over 50% in size
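Rat TrxR1, dispensed at 90 nM, was prereduced with 400 uM NADPH (final) for 5 min at ~22 deg C, then incubated with compound 15 min before 400 uM selenite. A first-read NADPH fluorescence drop versus no-compound background flagged substrates.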
D2 ag = activates the human D2 dopamine receptor. HEK293 T-REx D2 cells, calcium flux agonist mode. actives 0.53% (n = 340,000). activation, % at 2 µM. P14416. AID 485358;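 active = activation over 3 SD above normal in the single-dose calcium agonist read, cut at about 30% in these data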; note: 0% is about no effect
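HEK293 Trex D2 cells, tetracycline-induced, o/n 30 C 5% CO2; no-wash Ca dye, RT 30–90 min; 10-cycle baseline, 23 nl cpd added, kinetic Ca read 180 s; agonist hits = positive Ca response.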
rTrxR1 inhibitor = inhibitors of rat thioredoxin reductase 1; recombinant rTrxR1, NADPH fluorescence consumption, selenite substrate; actives 1% (n = 390,000); Potency, µM (series often up to 114 µM), for the others: top-dose activity change, negative = inhibition, most hits filed as inhibitors; note: potency is the fitted concentration of half-maximal effect; % is set by controls: 0 for no effect and ±100 for the full control effect; nearly all actives have a fitted effect of over 65% in size
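Rat TrxR1 (90 nM in the dispensed reagent) was pre-reduced with 400 uM NADPH for 5 min at room temperature, then incubated with compound for 15 min. After 400 uM selenite was added, NADPH fluorescence (Ex 340/Em 450 nm) was followed for 8 min.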
An asterisk follows results filed as active; u = inconclusive; x = no result given; [ ] = remark or other dose. Unless noted, calls come from the whole dose curve; as a rule, active = well fitted inhibition curve with a large enough effect; inconclusive = small, poorly fitted or top-dose-only effect; inactive = no such curve, though single readings can be large or run the other way. These rows are one share of the data; the hit share may differ from the screen's.

item	molecule	USP1-UAF1 inh	IDH1 R132H inh	TRHR PAM	TRHR ag	Pin1 inh
1	COc1ccc(CNC(=O)CCn2c(=O)[nH]c3ccccc3c2=O)cc1	-23%	2%	5	1.2	-1%
2	Cc1cccn2c(NC(=O)c3cccs3)c(-c3ccccc3)nc12	-8%	-5%	-1	0.0	5%
3	COC(=O)c1ccc(N)c(N=CC2=C(O)CC(C)(C)CC2=O)c1	-16%	3%	3	2.6	u
4	O=C1CSc2nc3ccccc3n21	-7%	1%	8	-0.8	13%
5	CCC(=O)c1ccc(OCc2ccc(C(=O)OC)o2)c(OC)c1	-4%	1%	2	-0.9	-4%
6	CN1CCCN(S(=O)(=O)c2cccc(C(F)(F)F)c2)c2nc3ccccc3nc21	-20%	19%	-3	0.1	0%
7	COc1ccccc1NC(=O)C(C)OC(=O)CCSc1ccc(F)cc1 (stereo not drawn)	-13%	2%	-1	0.7	5%
8	Cc1ccc(C)c(CN2CCC(CNC(=O)Cn3ncc4c([nH]c5ccccc54)c3=O)CC2)c1	-20%	-8%	5	0.0	13%
9	CCC(C)NC(=O)CSc1nc2c(sc(=S)n2Cc2ccco2)c(=O)n1-c1ccccc1 (stereo not drawn)	-22%	3%	-9	0.3	-6%
10	CCOc1ccccc1/C=N/NC(=O)c1cccc(S(=O)(=O)N2CCOCC2)c1	-10%	-2%	-5	0.8	u
11	O=C(O)c1cccc(NC(=S)NC(=O)C(c2ccccc2)c2ccccc2)c1	-14%	3%	-8	0.1	0%
12	O=C(Nc1ccc([N+](=O)[O-])cc1)c1ccccc1	-7%	6%	1	0.3	0%
13	COc1ccc(S(=O)(=O)N2CCCCC2)cc1NC(=O)C1CCCC1	-21%	-5%	7	-0.6	0%
14	CC(C)CN1CCC(=O)N([C@H](CSc2ccc(Br)cc2)Cc2ccccc2)CC1	-16%	12%	-5	0.6	0%
15	CC(=O)c1ccc(OC(C)c2nc3ccccc3s2)cc1 (stereo not drawn)	-10%	11%	3	-1.5	-3%

item	D2 antag	TrxR1 substrate	D2 ag	rTrxR1 inhibitor
1	x	-8%	x	10%[57.1 µM]
2	-6	-12%	-0.5	-13%
3	x	-5%	x	-17%
4	-2	5%	0.3	17%
5	-1	-6%	-0.2	-8%
6	-24	8%	-0.2	25%
7	-6	1%	-0.9	12%
8	x	3%	0.3	19%
9	x	3%	x	-11%
10	-27	-7%	1.8	-5%
11	8	4%	-0.7	-6%
12	-4	2%	0.6	24%
13	-1	2%	-0.5	23%
14	36*	9%	0.3	u
15	-9	-1%	-1.2	15%

Continuation.
item	molecule	USP1-UAF1 inh	IDH1 R132H inh	TRHR PAM	TRHR ag	Pin1 inh
16	Fc1ccc(C(c2nnnn2C2CCCC2)N2CCN(Cc3ccncc3)CC2)cc1 (stereo not drawn)	-1%	1%	9	0.0	-10%
17	CN(C)c1cccc(N=C2C=C(N3CCOCC3)CC(C)(C)C2)c1	-6%	9%	-4	0.1	-5%
18	CCOc1ccc(N2CC(C(=O)OC)CC2=O)cc1 (stereo not drawn)	-20%	3%	1	0.7	-4%
19	COc1ccc(OCC(O)Cn2c(=N)n(CCN3CCOCC3)c3ccccc32)cc1 (stereo not drawn)	-3%	4%	-1	-0.2	-2%
20	CCc1cccc(-n2nnc(-c3nc(-c4cccs4)no3)c2N)c1	-15%	22%	21	0.7	10%
21	COc1ccc(CNC(=O)c2c(C)cc(=O)oc2C)cc1OC	-17%	-4%	5	0.9	2%
22	O=C(OCCc1ccccn1)c1cccc([N+](=O)[O-])c1	-17%	4%	x	x	1%
23	CC(=O)c1ccc(N2CCN(C(=O)CNS(=O)(=O)c3ccc4c(c3)OCCCO4)CC2)c(F)c1	-3%	-4%	13	-0.4	1%
24	CC1(C)SC[C@H](C(=O)Nc2cccc(Cl)c2)N1C=O	1%	9%	-1	-0.4	0%
25	Cc1ccc(NC(=O)c2cc(S(=O)(=O)NC3CCCCCC3)ccc2F)cc1F	-22%	37%[activator]	5	0.5	5%
26	O=C1C2C(c3ccccc3)C=CC(c3ccccc3)C2C(=O)N1c1ccccn1 (stereo not drawn)	-1%	-2%	6	-0.2	-16%
27	Cc1cccc(NC(=O)c2cccc(C(=O)Nc3cccc(C)c3C)n2)c1C	-15%	1%	-6	-0.3	-8%
28	Cc1ccc(O)c(N=Nc2ccc(S(=O)(=O)N3CCCC3)cc2)c1	-16%	2%	-7	-0.2	-3%
29	O=C(N/N=C/c1cccc([N+](=O)[O-])c1)C(=O)N1CCCCCC1	-15%	16%	-4	-0.7	-5%
30	O=C1CCC(CCc2nc3ccccc3[nH]2)(c2ccccc2)C(=O)N1 (stereo not drawn)	-18%	2%	x	x	-1%

item	D2 antag	TrxR1 substrate	D2 ag	rTrxR1 inhibitor
16	-3	5%[57.1 µM]	-0.5	17%[57.1 µM]
17	6	-8%	1.9	u
18	1	-5%[57.1 µM]	0.4	18%[57.1 µM]
19	4	6%	0.6	19%
20	x	7%	0.5	16%
21	3	-4%	0.4	-6%
22	x	-9%[57.1 µM]	x	0%[2.29 µM]
23	-15	-9%	-0.7	-22%
24	-14	4%[57.1 µM]	1.2	-3%[57.1 µM]
25	x	-8%[57.1 µM]	0.5	12%[57.1 µM]
26	-4	-2%	0.2	10%
27	-6	-4%[57.1 µM]	-1.5	11%[57.1 µM]
28	11	3%	-1.2	15%
29	9	-8%	0.0	10%[57.1 µM]
30	x	14%[57.1 µM]	x	2%[11.4 µM]

An excerpt from above in order of number of heavy atoms, rising:
item	molecule	USP1-UAF1 inh	IDH1 R132H inh	TRHR PAM	TRHR ag	Pin1 inh
18	CCOc1ccc(N2CC(C(=O)OC)CC2=O)cc1 (stereo not drawn)	-20%	3%	1	0.7	-4%
22	O=C(OCCc1ccccn1)c1cccc([N+](=O)[O-])c1	-17%	4%	x	x	1%
29	O=C(N/N=C/c1cccc([N+](=O)[O-])c1)C(=O)N1CCCCCC1	-15%	16%	-4	-0.7	-5%
30	O=C1CCC(CCc2nc3ccccc3[nH]2)(c2ccccc2)C(=O)N1 (stereo not drawn)	-18%	2%	x	x	-1%
26	O=C1C2C(c3ccccc3)C=CC(c3ccccc3)C2C(=O)N1c1ccccn1 (stereo not drawn)	-1%	-2%	6	-0.2	-16%
19	COc1ccc(OCC(O)Cn2c(=N)n(CCN3CCOCC3)c3ccccc32)cc1 (stereo not drawn)	-3%	4%	-1	-0.2	-2%
23	CC(=O)c1ccc(N2CCN(C(=O)CNS(=O)(=O)c3ccc4c(c3)OCCCO4)CC2)c(F)c1	-3%	-4%	13	-0.4	1%

item	D2 antag	TrxR1 substrate	D2 ag	rTrxR1 inhibitor
18	1	-5%[57.1 µM]	0.4	18%[57.1 µM]
22	x	-9%[57.1 µM]	x	0%[2.29 µM]
29	9	-8%	0.0	10%[57.1 µM]
30	x	14%[57.1 µM]	x	2%[11.4 µM]
26	-4	-2%	0.2	10%
19	4	6%	0.6	19%
23	-15	-9%	-0.7	-22%

Going on with the list.
item	molecule	USP1-UAF1 inh	IDH1 R132H inh	TRHR PAM	TRHR ag	Pin1 inh
31	CC(C)c1ccc(N(CC(=O)N2CCOCC2)S(C)(=O)=O)cc1	-2%	0%	-6	0.5	5%
32	Cc1c(-c2nnc(SCC(=O)Nc3ccccc3F)o2)nnn1-c1ccc(F)cc1	-3%	-19%	2	3.0	u
33	O=C(Nc1ccn(Cc2ccc(F)cc2)n1)c1ccncc1	-23%	7%	0	0.0	-9%
34	Cc1ccc(N(CC(=O)NC2CCCCC2)C(=O)CNC(=O)c2cccs2)cc1	0%	4%	-3	0.3	0%
35	Cc1cc(C)c(S(=O)(=O)NCCn2c(C)cc3ccccc32)c(C)c1	-24%	4%	8	0.8	u
36	CN(C)CCCOc1cccc(Oc2ccccc2)c1	-10%	-2%	4	0.0	7%
37	CC(=O)Nc1ccc(S(=O)(=O)N[C@@H](C)C(=O)Nc2ccc(N3CCOCC3)cc2)cc1	5%	4%	8	1.3	3%
38	O=S(=O)(N/N=C/c1ccc2c(c1)OCO2)c1ccc(Br)cc1	-25%	6%	13	2.5	-9%
39	O=C(COC(=O)Cc1cccc(C(F)(F)F)c1)Nc1cccc2ccccc12	-24%	0%	-6	0.3	15%
40	COc1ccc(NC(C)=O)cc1S(=O)(=O)NC1CCSc2ccccc21 (stereo not drawn)	-12%	3%	1	0.3	1%
41	COc1ccc(N2CCN(C(=O)c3cc(=O)c4ccc(C)cc4o3)CC2)cc1	-9%	-10%	5	2.0	-10%
42	Cc1cc(NC(=O)CCC(=O)N(CC(=O)NC2CCCC2)c2ccc(F)c(Cl)c2)no1	-9%	-5%	-2	-1.4	10%
43	CC(=O)Nc1ccc(S(=O)(=O)N2CCN(C(=O)c3ncoc3-c3ccccc3F)CC2)cc1	-18%	4%	-9	1.0	3%
44	COc1ccc(-c2cc(C(F)(F)F)nc(S(=O)(=O)CCC(=O)N3CCOCC3)n2)cc1	u	3%	10	0.6	0%

item	D2 antag	TrxR1 substrate	D2 ag	rTrxR1 inhibitor
31	15	-3%	0.7	2%
32	x	-18%[57.1 µM]	2.5	-35%[57.1 µM]
33	-7	-3%	0.4	6%
34	6	3%[57.1 µM]	0.5	13%[57.1 µM]
35	-20	6%[57.1 µM]	0.4	16%[57.1 µM]
36	x	3%	x	10%
37	5	-8%	-1.5	10%[57.1 µM]
38	-16	-10%	-1.2	0%
39	9	-10%	0.9	-8%
40	14	-2%	-0.3	1%
41	-13	-4%	1.4	1%
42	-11	0%	0.8	23%
43	4	12%[57.1 µM]	0.9	33%[57.1 µM]
44	-27	-9%[57.1 µM]	-1.0	u
